thrombin 1536 – blocks human thrombin protease activity; P00734; alpha-thrombin, Boc-VPR-AMC fluorogenic substrate cleavage; inhibition, % at 5 µM; hit rate 0.26% among 220,000; AID 1046;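 active means inhibition at or above 40%; inactive means inhibition below 40%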;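 further: 0% = enzyme with no compound and 100% = wells without enzyme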
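Material: human alpha-thrombin protein. Incubation: reaction at ambient temperature. Technique: fluorescence of released AMC, ex 355 nm, em 460 nm. Control set: no-compound enzyme wells and no-enzyme blanks. Also added: Boc-VPR-AMC substrate, 15 µM final. Buffer or medium: pH 7.5 Tris (50 mM) with NaCl 150 mM, Tween 20 0.05%.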
TRPN1 ag – agonists of zebrafish TRPN1 channel | HEK293 zebrafish TRPN1-YFP, Fluo-8 calcium fluorescence; 100% = response to 87 µM carbachol | activation, % at 3 µM | hit rate 0.18% among 220,000 | AID 1424;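 active means activation above its plate's cutoff, the mean activation of test wells on that plate plus 3 SD, cut at about 19% in these data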;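 further: 0% = DMSO alone and 100% = 87 µM carbachol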
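Assay system: Zebrafish TRPN1-YFP in HEK293 cells | Incubation: Dye loading 1 h at 37 °C, then 30 min room temperature | Measured by: Kinetic Fluo-8 fluorescence, ex 470-495, em 515-575 nm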
TRPML3 ag – agonists of human TRPML3 channel; Q8TDD5; HEK293 TRPML3-YFP, Fluo-8 calcium fluorescence; 100% = the carbachol control signal; activation, % at 3 µM; hit rate 0.29% among 220,000; AID 1448;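 active means activation above its plate's cutoff, the mean activation of the plate's test wells plus 3 SD, cut at about 12% in these data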;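 further: 0% = DMSO only wells and 100% = carbachol wells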
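Material: TRPML3-YFP stable HEK293 cells | Dosing: One concentration, 3 µM nominal, 0.3% DMSO | Timing: 125 s total fluorescence read per well | Technique: Fluo-8 calcium dye fluorescence, ex 470-495, em 515-575 nm | Measure: Percent activation from peak-to-basal fluorescence ratio, scaled between DMSO and carbachol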
Cl transport mod – modulators of human KCC2 chloride dependent transport | AID 1456 | Q9H2X9 | hit rate 2.2% among 190,000 | B-score of Tl+ flux slope (higher = more flux/activation; lower = inhibition) at 10 µM | KCC2 cells, thallium flux FluoZin-2 fluorescence;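 active means thallium flux slope and its plate-corrected score both differing from the plate sample mean at a set confidence after two filtering rounds, in either direction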;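 further: slope of fluorescence scaled to starting intensity during 10 to 20 s after thallium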
Furin inhibitor – inhibitors of human furin; inhibition, % at 30 µM; purified furin, fluorogenic substrate cleavage; AID 463115; hit rate 0.061% among 220,000; in the data active means inhibition above about 25%; further: inactives centre near -15
Target sequence (P09958 108-714 limits assumed): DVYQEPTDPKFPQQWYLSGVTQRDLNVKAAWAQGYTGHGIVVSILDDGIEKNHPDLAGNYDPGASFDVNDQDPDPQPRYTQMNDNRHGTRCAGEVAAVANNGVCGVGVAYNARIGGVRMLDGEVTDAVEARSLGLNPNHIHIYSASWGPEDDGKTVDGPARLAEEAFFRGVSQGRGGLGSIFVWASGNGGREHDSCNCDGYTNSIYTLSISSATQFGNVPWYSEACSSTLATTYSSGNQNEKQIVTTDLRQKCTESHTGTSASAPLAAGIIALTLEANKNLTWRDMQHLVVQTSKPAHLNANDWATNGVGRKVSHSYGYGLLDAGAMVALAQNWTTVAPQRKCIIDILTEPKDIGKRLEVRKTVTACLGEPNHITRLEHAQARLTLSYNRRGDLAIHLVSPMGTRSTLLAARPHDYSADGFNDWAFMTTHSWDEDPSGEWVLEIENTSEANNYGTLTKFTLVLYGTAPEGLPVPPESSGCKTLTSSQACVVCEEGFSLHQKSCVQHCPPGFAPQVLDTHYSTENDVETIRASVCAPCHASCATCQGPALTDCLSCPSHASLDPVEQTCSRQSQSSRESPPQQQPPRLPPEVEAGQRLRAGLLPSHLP
TbHK1 inh – blocks Trypanosoma brucei hexokinase 1 activity. AID 1430. inhibition, % at 10 µM. hit rate 0.11% among 220,000. recombinant TbHK1, G6PDH-coupled NADH A340;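 active means inhibition of 50% or more in the single-dose primary screen; inactive means inhibition below 50%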
PPC-1+TRAIL kill – compounds killing PPC-1 cancer cells with TRAIL present (potentiator screen, no TRAIL-free arm). PPC-1 cells + TRAIL, ATPLite viability luminescence. cell killing (% activity), % at 4 µM. hit rate 0.41% among 220,000. AID 1443;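 active means cell killing above 50% in the first pass at 4 µM, then a duplicate retest at 5 µM averaging 50% or more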;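 further: plate controls were cells with TRAIL plus DMSO for no effect and medium-only wells lacking cells for full effect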
Calpain2 inh – blocks pig calpain II enzyme activity; purified calpain II, fluorogenic peptide substrate, 30 min; hit rate 0.37% among 220,000; inhibition, % at 16 µM;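 active means inhibition above about 50%, limit read from the data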
EBV gp42 inh – blocks Epstein-Barr virus glycoprotein 42 binding | Q1HVG2 | Fluorescence polarization binding assay, mP read-out | inhibition, % (tested at 21.74 µM) | hit rate 0.42% among 220,000 | AID 1085; in the data active means inhibition above about 50%
Target sequence (Q1HVG2 whole entry, looked up): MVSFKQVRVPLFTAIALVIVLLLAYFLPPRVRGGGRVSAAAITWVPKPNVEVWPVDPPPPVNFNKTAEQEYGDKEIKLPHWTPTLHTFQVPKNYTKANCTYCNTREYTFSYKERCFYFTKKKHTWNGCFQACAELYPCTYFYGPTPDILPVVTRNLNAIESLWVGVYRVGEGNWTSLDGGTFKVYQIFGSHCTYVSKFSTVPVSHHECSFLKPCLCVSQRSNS
* hit, by the source's call; i = inactive; nt = no result given; [ ] = another dose, or the depositor's remark. Hits appear at their usual frequency (roughly 3.6% active in at least one column).

SMILES	thrombin 1536	TRPN1 ag	TRPML3 ag	Cl transport mod	Furin inhibitor	TbHK1 inh	PPC-1+TRAIL kill	Calpain2 inh	EBV gp42 inh
CCN(CC)S(=O)(=O)c1ccc(O)c(C(=O)OCC(=O)N(C)Cc2ccccc2)c1	-1	1.0	0.2	-1.8	-10	-8	-7	-230	-19
CCOC(=O)Cc1csc(NC(=O)Cn2cnc3c2c(=O)n(C)c(=O)n3C)n1	-8	0.8	0.7	nt	-25	-2	-22	8	-23
O=C(OCCN1C(=O)c2ccccc2C1=O)c1ccco1	2	-0.8	0.0	-0.35	-13[20 µM]	-4	24	-11	0
CCOC(=O)N1CCN(CC(O)COC2CC(C)CCC2C(C)C)CC1 (stereo not drawn)	0	-0.8	-0.1	-0.57	1[20 µM]	3	18	-5	0
Cc1c(Cl)cccc1N1CC(C)(C)C1=O	7	0.7	0.2	0.33	-36	-5	15	-29	-20
CS(=O)(=O)N1CCN(C(=O)c2ccccc2F)CC1	7	0.2	0.7	-0.45	-14[20 µM]	1	-31	1	-5
O=[N+]([O-])c1ccc2[nH]c(O)c(N=NC(=S)Nc3cccnc3)c2c1	3	0.5	-0.1	0.82	-23	-32	3	-44	59*
O=C(NC1CC2CCCC(C1)N2S(=O)(=O)c1ccccc1)C1CCCCC1 (stereo not drawn)	-7	-0.8	-0.1	0.39	-12[20 µM]	-2	15	8	-26
CC1(C)Cc2c(sc(/N=C/N3CCCCCC3)c2C#N)C(C)(C)N1	-5	0.2	1.4	-0.26	-7	-23	42	4	3
COc1ccc(N=Cc2c(O)c3ccccc3n2C(C)=O)cc1	-2	2.9	1.1	i	-6	-18	30	39	-63
COc1cc(C2C3C(=O)N(c4ccccc4)C(=O)C3ON2c2ccccc2)cc(OC)c1OC (stereo not drawn)	-2	2.0	-0.1	-0.2	-26	-5	19	31	11
O=C(CN1C2=NCCN2c2ccccc21)c1ccco1	2	1.1	0.8	0.062	-16	4	6	20	1
Cc1ccc(C2=NNC(C(O)C(O)C(O)C(O)CO)S2)cc1 (stereo not drawn)	2	-0.4	0.9	0.051	-10[20 µM]	-8	3	28	-17
N/C(=N\OC(=O)COc1ccc(Cl)cc1Br)c1cccnc1	4	-0.2	0.1	-0.35	-20	2	nt	18	0
Oc1ccc(/C=N/Nc2nn3cnnc3c3ccccc23)cc1	-14	0.6	0.2	0.12	-13	-31	34	-37	4
O=C(O)c1cc(-c2ccccc2Cl)n[nH]1	4	0.0	1.2	nt	-18[20 µM]	-9	-3	-11	-27
COn1c(SCC(=O)N(C)C)nc2ccccc2c1=O	-4	0.4	0.6	0.88	-27	-4	11	15	-14
O=C(Cn1cnc2nc3n(c2c1=O)CCC3)NCc1ccccc1	2	1.6	1.0	0.0067	-10	-5	4	-5	-26
O=C(CCS(=O)(=O)c1ccccc1)Nc1ccc(-c2nc3ccccc3s2)cc1	-18	0.3	0.5	1.2	-19	-18	54*[5 µM]	-91	-5
COc1ccc(N2CCN(C(=N)/C(C(C)=O)=C(\C)O)CC2)cc1	2	-0.2	0.8	-0.15	-21[20 µM]	2	11	-12	-20
Cc1ccc(NC(=O)CCn2nc(C)cc2C)c(C)c1	-4	-0.8	1.2	0.52	-28	3	-10	13	22
CCOC(=O)c1c(NC(=O)C2C3CCC(O3)C2C(=O)O)sc(C)c1-c1ccc(C)cc1 (stereo not drawn)	-3	1.3	-0.5	nt	-15[20 µM]	-1	10	-48	4
Nc1nnc(SCCOc2ccccc2)s1	2	-1.1	0.4	-0.16	-10[20 µM]	6	13	15	-24
Cc1cccc(NC(=O)C2(c3cccs3)CCOCC2)n1	7	0.3	0.6	1	-12	-2	7	10	32
O=C(CN1CCCCCC1=O)N1CCN(S(=O)(=O)c2cccs2)CC1	0	-0.4	0.8	-2.8	-20	7	-14	-18	-8
COc1cc(SC#N)ccc1N=Cc1c(C)[nH]n(-c2ccc(Cl)cc2)c1=O	-2	-0.8	0.3	0.43	-5[20 µM]	-38	25	-105	-11
Cc1noc(C)c1S(=O)(=O)N1CCN(Cc2ccc3c(c2)OCO3)CC1	-6	0.9	0.9	-0.3	-14	5	2	-13	-3
Cc1cccc(N=C2NC(=O)/C(=C/C=C/c3ccco3)S2)c1	2	1.8	1.2	-0.3	-6	-3	1	-35	-8
O=C(NCc1cccc(F)c1)C1CCN(C(=O)c2sccc2-n2cccc2)CC1	-6	0.1	0.0	0.7	-19	-9	1	-1	2
COc1ccc(S(=O)(=O)Nc2ccc3c(c2)n(C)c(=O)n3C)cc1	0	2.5	2.2	-0.78	-19	1	-7	-3	-13
O=C(c1cccc(S(=O)(=O)N2CCCC2)c1)N1CCN(c2ncccn2)CC1	-11	-0.2	0.0	0.075	-2	-2	10	10	6
Cc1ccccc1NC(=O)Cn1nnc2ccccc21	14	1.1	0.6	0.9	-7	10	5	14	-11
C=C(C)COc1ccc(-c2n[nH]c(C)c2-c2ccc(OC)cc2)c(O)c1	2	0.0	-0.5	1.2	-10[20 µM]	4	-6	28	0
Cc1c(C(=O)NCc2ccc3c(c2)OCO3)oc2ccc(Br)cc12	1	-0.4	0.6	-0.81	-11[20 µM]	-1	6	40	-15
Cc1cc(C)n(-c2nc3c(c(=O)[nH]c(=O)n3C)n2CC(O)COc2ccccc2C)n1 (stereo not drawn)	3	1.0	0.7	0.88	-25	-5	7	19	-22
O=C(NC1CCCC1)C(=O)N(Cc1cccnc1)C(C(=O)NCC1CCCO1)c1ccco1 (stereo not drawn)	-4	0.7	0.9	0.39	-12	0	10	-6	3
CCCC(=O)NC(Nc1ccc(S(=O)(=O)Nc2cc(C)on2)cc1)(C(F)(F)F)C(F)(F)F	-1	1.1	-0.1	0.81	-17[20 µM]	-4	nt	-12	-7
CCOC(=O)C1CCN(C(=O)CSc2ccccc2Cl)CC1	-8	-0.3	-0.3	0.2	-18	2	9	1	6
CCOC(=O)N1CCN(C(=O)CSCC(=O)Nc2nc(-c3ccccc3)cs2)CC1	4	5.0	1.9	0.13	-11[20 µM]	-2	6	1	-10
CCN1CCN(C(=O)C(C)Nc2cc(Cl)c(OC)cc2OC)CC1 (stereo not drawn)	-5	0.8	0.9	0.21	-9	-2	16	9	35
CCc1ccc(NC(=O)C2C3/C=C\CCCCC32)cc1 (stereo not drawn)	-3	-0.1	-0.6	0.79	-25	-5	26	-7	-9
NC(=O)c1ccsc1NC(=O)c1ccco1	6	1.2	0.5	0.0016	-1	-33	10	-10	-21
COc1cc(Br)cc(C2C3=C(CCCC3=O)N(c3ccc(F)cc3)C3=C2C(=O)CCC3)c1O	-4	-1.4	0.6	-1	-16	-17	-13	-108	-3
Cc1c(C(c2cccc(O)c2)c2c(C)n(C)n(-c3ccccc3)c2=O)c(=O)n(-c2ccccc2)n1C	-10	0.5	0.6	-1	-20	0	19	25	-2
O=C(CSc1nccc(-c2cccs2)n1)Nc1ccccc1	2	-0.5	-0.2	0.016	-10	-29	22	-12	-14
Cc1nn(Cc2ccc(F)cc2)c(C)c1NC(=O)c1cnn2c1NC(c1ccccc1)CC2C(F)(F)F (stereo not drawn)	22	0.9	0.2	-0.19	-8[20 µM]	17	-4	-72	12
CCCCOC(=O)Nc1ccc(S(=O)(=O)Nc2cc(C)nc(C)n2)cc1	-3	-0.2	0.7	-0.0038	-17	-1	-3	8	-7
C[C@H](NC(=O)CCn1nnc2ccccc2c1=O)C(=O)O	-4	3.2	0.8	0.6	-16	-5	7	17	4
CCOC(=O)c1cc(=O)n2nc(-c3ccc(C)cc3)nc2s1	4	1.7	1.0	0.29	-5	5	10	0	-10
Cn1c(=O)cc(OCCCC(=O)N2CCN(Cc3ccc4c(c3)OCO4)CC2)c2ccccc21	6	1.6	-1.0	-1.6	-9	5	13	5	-11
C=CCOc1ccc(C2c3c(oc4ccccc4c3=O)C(=O)N2CCCN2CCOCC2)cc1 (stereo not drawn)	9	1.1	0.6	0.27	-26	0	-2	-37	-7
COc1ccc(C(=O)Nc2cnc3ccccn3c2=O)cc1	3	2.4	1.1	0.075	-11	-31	9	-30	0
CCC1CCCCN1C(=O)N[C@@H](CCSC)C(=O)OC (stereo partly drawn)	-5	-0.3	0.7	nt	-15	-5	-1	9	-14
CC(C)CCNC(=O)CN(Cc1ccc2c(c1)OCO2)C(=O)Cn1nnc(-c2cccs2)n1	-4	-0.3	-1.0	nt	-18	6	5	14	-9
O=C(Nc1ccc2nc(-c3cccnc3)[nH]c2c1)c1ccccc1F	-4	0.8	0.3	0.22	-31[20 µM]	-22	22	-19	-4
OCC1(Cc2ccccc2)CCCN(Cc2ccc3c(c2)OCCO3)C1 (stereo not drawn)	0	-0.7	0.1	-1.7	-34	1	-6	2	-2
COc1cc(COCC(O)CN2CCc3ccccc3C2)cc(OC)c1OC (stereo not drawn)	7	0.1	0.0	0.71	-20	3	11	-24	-9
O=[N+]([O-])c1ccc(Nc2nc(N/N=C\c3ccc4c(c3)OCO4)nc(N3CCCCC3)n2)cc1	-5	1.5	-0.3	0.061	-9[20 µM]	-39	20	-16	-13
COc1cc(/C=N/n2cnn(Cc3ccccc3Cl)c2=S)cc(OC)c1OC	1	0.2	0.6	1	-1	8	-5	16	-2
CC(=O)Nc1c(O)nc(SCC(=O)N2CCN(c3ccc(F)cc3)CC2)[nH]c1=O	2	0.1	0.5	nt	-30[20 µM]	1	-17	-2	-23

Carrying on:
SMILES	thrombin 1536	TRPN1 ag	TRPML3 ag	Cl transport mod	Furin inhibitor	TbHK1 inh	PPC-1+TRAIL kill	Calpain2 inh	EBV gp42 inh
CCOC(=O)c1c(NC(=O)CC2Sc3ccc(C(F)(F)F)cc3NC2=O)sc(C)c1C (stereo not drawn)	2	1.6	0.9	-0.45	-20	-12	5	0	-3
COc1ccc(C2C(C#N)=C(N)OC3=C2C(=O)CC(C)(C)C3)c(OC)c1OC (stereo not drawn)	-3	1.3	0.5	-0.29	-16	1	5	-6	-10
CCc1nnc(N/N=C/c2ccccc2Cl)n1N	4	1.3	-0.4	nt	-23	-6	9	-12	-19
Cc1cc(C(=O)N/N=C/C=C/c2ccc3c(c2)OCO3)n[nH]1	6	1.0	0.1	0.23	10[20 µM]	-75	6	-142	-15
CCCS(=O)(=O)N1CCC(C(=O)N2CCN(Cc3ccccc3)CC2)CC1	-4	1.9	0.8	-1.2	8	-2	14	-11	-15

Whole records from above. Screens in order: thrombin 1536, TRPN1 ag, TRPML3 ag, Cl transport mod, Furin inhibitor, TbHK1 inh, PPC-1+TRAIL kill, Calpain2 inh, EBV gp42 inh
Record of O=C(CN1C2=NCCN2c2ccccc21)c1ccco1 → 2, 1.1, 0.8, 0.062, -16, 4, 6, 20, 1
Record of O=C(Nc1ccc2nc(-c3cccnc3)[nH]c2c1)c1ccccc1F → -4, 0.8, 0.3, 0.22, -31[20 µM], -22, 22, -19, -4
Record of CCOC(=O)C1CCN(C(=O)CSc2ccccc2Cl)CC1 → -8, -0.3, -0.3, 0.2, -18, 2, 9, 1, 6
Record of CCc1ccc(NC(=O)C2C3/C=C\CCCCC32)cc1 (stereo not drawn) → -3, -0.1, -0.6, 0.79, -25, -5, 26, -7, -9

From PubChem
